CHO parental Ca: counter-screen: ATP calcium response change in parental CHO cells. parental CHO-K1, ATP-induced calcium, Fluo-8 fluorescence. inhibition, % at 5.6 µM. 330,000 tested, 0.63% active;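 active means inhibition above that plate's mean sample inhibition plus 3 SD, cut at about 26% in these data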;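 further: 0% = ATP-challenged DMSO wells and 100% = DMSO wells without ATP; some compounds past the cut are filed as inactive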
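Measured by: calcium-sensitive Fluo-8 fluorescence / Test system: CHO parental line / Controls: ATP-challenged DMSO wells low, unchallenged DMSO wells high / Measure: % inhibition / Compound: single nominal dose of 5.6 µM per compound / Replicates: single well per compound, no replicates / Reagent: ATP as calcium-mobilizing challenge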
TAAR1 antag: human TAAR1 antagonism. CHO RD-HGA16 TAAR1, Fluo-8 calcium fluorescence, antagonist. inhibition, % at 3 µM. 360,000 tested, 1.5% active. AID 624466;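 active means inhibition above a per-plate cutoff, the mean inhibition of test compounds on that plate plus 3 SD, cut at about 49% in these data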;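 further: 0% = DMSO plus EC80 beta-PEA response and 100% = DMSO alone without agonist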
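System: CHO RD-HGA16 cells bearing hTAAR1. Reagent: EC80 β-phenethylamine stimulus. Schedule: seeding 17-24 h prior, 75-min 37 °C, 30-min RT dye loading. Signal: Fluo-8 intracellular calcium dye fluorescence, real-time kinetic reads. Read-out: % inhibition from peak post-agonist over basal fluorescence ratio. Benchmarks: vehicle wells and EC80 agonist wells. Replicates: n of 1.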
OXTR ag: activates the human oxytocin receptor; 320,000 tested, 0.32% active; P30559; CHO-OTR cells, Fluo-8 calcium fluorescence; normalized: DMSO 0%, oxytocin 100%; AID 2435; activation, % at 3 µM;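 active means activation above the mean of all tested compounds plus 3 SD, cutoff set per screening run, cut at about 20% in these data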;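 further: peak over basal fluorescence ratio from a 100 s FLIPR kinetic read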
CHRM1 antagonist: blocks human M1 muscarinic receptor | P11229 | 360,000 tested, 1.3% active | CHO-K1 hM1, Fluo-8 calcium fluorescence, ACh EC80 antagonist | inhibition, % at 3 µM;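 active means percent inhibition above its own plate's cutoff, namely the mean of that plate's compound wells plus 3 SD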;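 further: peak over basal fluorescence ratio during 140 s after agonist addition; 0% = ACh EC80 plus DMSO and 100% = DMSO alone without agonist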
Target sequence (P11229 whole entry, looked up): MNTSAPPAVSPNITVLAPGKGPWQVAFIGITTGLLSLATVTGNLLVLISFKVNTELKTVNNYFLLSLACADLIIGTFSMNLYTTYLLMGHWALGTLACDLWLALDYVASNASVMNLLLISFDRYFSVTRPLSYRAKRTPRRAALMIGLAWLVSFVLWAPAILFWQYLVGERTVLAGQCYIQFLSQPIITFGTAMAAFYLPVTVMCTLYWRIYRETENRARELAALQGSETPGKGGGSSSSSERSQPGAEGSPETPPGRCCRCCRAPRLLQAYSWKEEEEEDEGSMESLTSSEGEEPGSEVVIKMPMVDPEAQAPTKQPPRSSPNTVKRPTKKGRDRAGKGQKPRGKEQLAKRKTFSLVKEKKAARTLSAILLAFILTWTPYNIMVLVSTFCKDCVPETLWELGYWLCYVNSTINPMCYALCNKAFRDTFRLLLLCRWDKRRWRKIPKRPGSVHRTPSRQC
OXTR potentiator: potentiators of human oxytocin receptor; 320,000 tested, 0.061% active; CHO-OTR cells, Fluo-8 calcium fluorescence, potentiator mode; 0% = oxytocin EC15, 100% = EC100; P30559; activation, % at 3 µM;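 active means activation above that plate's cutoff, the mean activation of tested compounds plus 3 SD, cut at about 6.6% in these data, passing the limit was not always enough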;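 further: 100% uses oxytocin at 75 nM as the full agonist control; some results filed as inactive read as strong as hits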
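Assay system: CHO-OTR cells, human receptor / Also added: oxytocin at about EC15, sub-maximal agonist stimulus / Dosing: single dose, 3.0 µM nominal final compound concentration / Incubation: 6 min pre-incubation, 100 s read / Technique: Fluo-8 calcium dye fluorescence / Read-out: % activation vs EC15 and EC100 oxytocin / Benchmarks: EC15 oxytocin low, 75 nM oxytocin high / Replicates: singlicate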
V1aR counter: counter-screen for oxytocin receptor agonists: human V1a receptor agonists | CHO-V1R cells, Fluo-8 calcium fluorescence, agonist mode; 0% DMSO, 100% 3 nM vasopressin | activation, % at 3 µM | 320,000 tested, 0.25% active | AID 2797;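 active means activation above the mean activation of all tested compounds plus 3 SD, per screening run, cut at about 20% in these data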;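 further: signal is peak over basal fluorescence ratio across a 100 second FLIPR read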
Target sequence (P37288 whole entry, looked up): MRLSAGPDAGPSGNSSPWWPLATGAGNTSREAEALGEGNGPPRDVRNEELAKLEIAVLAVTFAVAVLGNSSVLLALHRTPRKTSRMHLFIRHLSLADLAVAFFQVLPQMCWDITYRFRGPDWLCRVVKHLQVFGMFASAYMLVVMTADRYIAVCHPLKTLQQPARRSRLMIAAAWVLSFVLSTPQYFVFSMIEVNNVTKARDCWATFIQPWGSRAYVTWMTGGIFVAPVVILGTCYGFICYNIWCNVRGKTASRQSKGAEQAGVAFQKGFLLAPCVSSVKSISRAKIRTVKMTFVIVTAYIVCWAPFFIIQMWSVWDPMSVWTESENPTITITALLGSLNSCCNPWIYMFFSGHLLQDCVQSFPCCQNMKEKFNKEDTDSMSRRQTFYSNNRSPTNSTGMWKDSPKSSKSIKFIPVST
TAAR1 ag: human TAAR1 agonism | Q96RJ0 | CHO RD-HGA16 TAAR1, Fluo-8 calcium fluorescence; vehicle wells 0%, saturating PEA agonist 100% | activation, % at 3 µM | 360,000 tested, 0.99% active;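 active means activation above the mean activation of all test compounds in the run plus 3 SD, cut at about 38% in these data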
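Assay system: CHO-derived RD-HGA16 cells with stable Gα16 and human TAAR1; timing: 17-24 h seeding, 75 min 37 °C dye, 30 min RT; read-out: % activation from peak over basal fluorescence ratio, DMSO-to-PEA scaled; measured by: kinetic Fluo-8 calcium fluorescence; benchmarks: low control DMSO, high control PEA (EC100); doses: 3 µM single concentration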
CHRM1 agonist: agonists of human M1 muscarinic receptor. 360,000 tested, 0.33% active. CHO-K1 hM1, Fluo-8 calcium fluorescence, agonist mode; 0% DMSO, 100% acetylcholine EC100. P11229. AID 588814. activation, % at 3 µM;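 active means activation above the run's mean compound activation plus 3 SD, cut at about 16% in these data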;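 further: peak over basal fluorescence ratio within a 140 s kinetic read after compound addition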
CHRM1 PAM: positive allosteric modulators of human M1 muscarinic receptor; CHO-K1 hM1, Fluo-8 calcium fluorescence, ACh EC20; 0% = ACh EC20, 100% = maximal ACh; activation, % at 3 µM; 360,000 tested, 0.088% active; in the data active means activation above about 19%, passing the limit was not always enough
Starred values were filed as active, the others as inactive; · = no result given.

SMILES	CHO parental Ca	TAAR1 antag	OXTR ag	CHRM1 antagonist	OXTR potentiator	V1aR counter	TAAR1 ag	CHRM1 agonist	CHRM1 PAM
O=C(Cc1ccccc1)NC(=S)Nc1ccc(OC(F)F)cc1	-3	22	0.3	17	-18	2.8	13	-3	-10
CCOC(=O)c1c(NC(=O)CSc2nc3c(c(=O)n(C)c(=O)n3C)n2C(C)C)sc(C)c1C	-12	7	1.5	-11	-2	0.3	-3	4	14
Cc1cccc(OCC(=O)Nc2ccccc2N2CCCC2)c1C	-39	11	-2.4	-16	-14	-0.5	1	-2	12
Cc1nc2ccccc2c2c1CC(C(C)(Cl)Br)O2 (configuration not stated)	51*	-19	3.6	16	-4	3.3	6	-1	-5
Cc1nnc(SCC(=O)Nc2nccs2)n(N)c1=O	-3	-1	-0.7	-6	-5	0.1	0	-3	6
COCCCNC(c1ccccc1)c1ccncc1 (configuration not stated)	10	-9	0.5	3	-3	0.2	12	-4	4
COC(=O)c1sccc1NC(=O)c1c(C)c(-c2cccc(Cl)c2)nc2ccccc12	-8	-10	-2.3	-5	-10	-0.7	-1	-4	8
COc1ccccc1NC(=O)C(C)OC(=O)CN1C(=O)C2CC=CCC2C1=O (configuration not stated)	-17	-9	0.4	-28	-8	0.6	1	0	9
CC(=O)Nc1ccc2nc(NC(=O)c3ccc([N+](=O)[O-])o3)sc2c1	-4	40	0.0	-26	-15	2.5	10	3	17
CCCCn1c(N)c(N(Cc2ccccc2OC)C(=O)CSCC(=O)Nc2cccc(C)c2)c(=O)[nH]c1=O	·	-20	·	-8	·	·	1	-4	9
COC(CN(C)C(=O)c1ccc2c(c1)NC(=O)c1ccccc1S2)OC	·	-22	·	3	·	·	1	-5	-2
Cc1ccc(S(=O)(=O)N2CCC(CN3C(=O)c4cccc5cccc(c45)C3=O)CC2)cc1	-15	10	0.2	1	-2	1.1	13	0	1
Cc1ccsc1C(=O)Nc1nc2ccccc2[nH]1	-3	-10	-0.5	-15	-3	-0.2	11	-3	3
NC(=O)C1CCN(C(=O)COc2ccc3c4c(c(=O)oc3c2)CCC4)CC1	-4	-8	1.5	-7	1	1.4	2	-5	2
CN1CCN(c2ccccc2NC(=O)COc2ccc(C3CCCCC3)cc2)CC1	-39	-4	0.5	-7	-5	-0.1	-1	0	6
O=[N+]([O-])c1ccc(OCC(O)CNCCNc2nccc(C(F)(F)F)n2)cc1 (configuration not stated)	-32	-6	1.0	-6	-7	2.0	9	-3	0
O=C(Cn1nc(-c2ccc(F)cc2)ccc1=O)Nc1ccc2c(c1)OCCO2	-6	3	3.4	-16	1	3.8	2	0	13
COc1ccccc1CCNC(=O)COc1cccc2c1OC(C)(C)C2	-4	1	-1.8	1	-2	-1.2	9	-4	0
Cc1ccc(C(=O)Cn2nnc3ccccc32)cc1[N+](=O)[O-]	-7	-15	-0.2	0	-10	2.0	4	-5	1
COc1ccccc1N1CCN(C(=O)CCC(=O)O)CC1	-1	-9	0.3	-11	-1	0.4	3	-8	9
COc1ccc(-n2c(SCCC(=O)O)nnc2-c2ccncc2)cc1	-3	-5	-0.3	-12	-3	0.3	10	-4	3
O=C(Nc1ccc(S(=O)(=O)N2CCOCC2)cc1)c1ccco1	-11	5	0.9	-9	-8	1.2	3	-4	8
O=S(=O)(c1ccc(Br)s1)N1CCN(c2ccccn2)CC1	-11	-11	-0.9	-21	-5	-0.1	2	-4	-1
COc1ccc([N+](=O)[O-])cc1NC(=O)COC(=O)C1CC1	-8	-12	-0.3	0	-10	-0.2	2	-5	2
CCOc1ccc(C2/C(=C(\O)c3ccc4c(c3)OCCO4)C(=O)C(=O)N2CCCN2CCOCC2)cc1 (configuration not stated)	-2	-22	0.0	20	-3	0.2	3	-2	-6

Among those listed so far, these contain fluorine.
SMILES	CHO parental Ca	TAAR1 antag	OXTR ag	CHRM1 antagonist	OXTR potentiator	V1aR counter	TAAR1 ag	CHRM1 agonist	CHRM1 PAM
O=C(Cc1ccccc1)NC(=S)Nc1ccc(OC(F)F)cc1	-3	22	0.3	17	-18	2.8	13	-3	-10
O=[N+]([O-])c1ccc(OCC(O)CNCCNc2nccc(C(F)(F)F)n2)cc1 (configuration not stated)	-32	-6	1.0	-6	-7	2.0	9	-3	0
O=C(Cn1nc(-c2ccc(F)cc2)ccc1=O)Nc1ccc2c(c1)OCCO2	-6	3	3.4	-16	1	3.8	2	0	13

Carrying on.
SMILES	CHO parental Ca	TAAR1 antag	OXTR ag	CHRM1 antagonist	OXTR potentiator	V1aR counter	TAAR1 ag	CHRM1 agonist	CHRM1 PAM
COc1ccccc1NS(=O)(=O)c1cc(C(=O)N2CC(C)CC(C)C2)ccc1C (configuration not stated)	-27	2	-1.5	-8	1	0.1	16	-1	6
O=S(=O)(c1ccc(Cl)cc1)N1CCN(Cc2ccncc2)CC1	-6	9	0.9	2	-11	1.6	-4	-7	-2
O=C(NCC(c1ccc(F)cc1)N1CCOCC1)c1ccco1 (configuration not stated)	-6	-34	-0.5	-4	-2	0.4	2	-2	5
Cc1cc(NC(=O)c2ccc(C)o2)no1	3	-5	-0.2	-13	4	0.4	1	2	18
CC(C(=O)NCC1(c2ccccc2)CCCC1)N1CCOCC1 (configuration not stated)	-3	5	-0.8	-3	4	0.1	4	-7	-2
COc1cccc(/C=N/NC(=O)C(C)n2nc(C)c([N+](=O)[O-])c2C)c1O (configuration not stated)	-13	1	1.9	1	-6	2.1	5	-6	4
Cc1ccc(S(=O)(=O)N2CCN(C(=O)CN3CCCCC3)C2)cc1	0	-13	0.0	-7	-2	0.8	1	0	8
O=c1[nH]cccc1-c1nc2ccccc2[nH]1	-4	2	0.5	0	-8	2.1	6	-8	-4
CC(=O)Nc1ccc(S(=O)(=O)NC(C(=O)O)C(C)C)cc1 (configuration not stated)	-5	-2	0.6	-8	1	0.4	2	-2	9
CC(=O)Oc1cc2cccc(OC(C)=O)c(=O)c2c(OC(C)=O)c1OC(C)=O	-10	·	-1.0	-3	1	-1.0	·	-1	6
C[C@H](NC(N)=O)C(=O)Nc1ccc(OCc2ccccc2)cc1	7	0	1.2	-9	-9	0.1	2	-4	8
CC1=C(C(=O)N(C(C)C)C(C)C)CC(CC(=O)NCc2cccs2)C(=O)N1CCC1=CCCCC1 (configuration not stated)	·	7	·	-2	·	·	-1	-4	-2
COC(=O)c1ccc(NC(=O)COc2ccc(C3C(C#N)=C(N)Oc4c3ccc3ccccc43)cc2OC)cc1 (configuration not stated)	13	-6	-0.1	5	1	-1.0	3	-4	1
O=C(CC(=O)c1ccccc1)Nc1cc([N+](=O)[O-])ccc1Cl	0	77*	1.8	31	-8	3.8	20	-2	-14
CCc1cccc(NC(=O)CCNS(=O)(=O)c2ccc3c(c2)oc(=O)n3C)c1	-16	-29	0.3	-7	-3	0.5	2	-4	5
CCOC(=O)CCCNC(=O)c1cncc(O)c1	0	14	1.6	-4	1	1.4	6	-2	6
CCCn1c(N)c(Sc2ccc(C)cc2)c(=O)n(CCC)c1=O	-22	-10	-1.5	-6	-6	-1.4	5	-3	11
COC(=O)c1cccc(NC(=O)CSc2nncn2-c2ccccn2)c1	-12	-2	0.4	-14	-4	1.0	2	1	8
COc1ccccc1CCC(=O)OCC(=O)NC1CCCC1	-17	-23	-0.4	-3	-10	0.1	1	-3	3
CC(=O)N1CCCc2cc(S(=O)(=O)N(C)CCC#N)ccc21	1	8	1.6	-9	-2	1.2	3	-1	4
C=CCn1c(SCc2ccc(C#N)cc2)nnc1-c1ccc(C)cc1	-19	0	1.0	-2	-7	2.1	10	-4	0
O=C(NCc1ccccc1)c1nc[nH]c1C(=O)N1CCc2ccccc2C1	-14	2	-0.9	11	-1	0.3	5	-9	3
COC(=O)C(C)N(C(=O)c1cccc(Cl)c1)c1c(C)cccc1C (configuration not stated)	-23	4	-1.5	-1	1	-1.6	-1	-7	0
CSCCC(NC(=O)c1ccccc1Br)C(=O)N1CCC(C)CC1 (configuration not stated)	-27	-13	-2.0	-10	-1	-0.9	7	-4	8
Cc1cccc(OCCNC(=O)c2cc(C3CC3)nc3c2cnn3C(C)C)c1	·	2	·	-10	·	·	2	-2	3
More structures
SMILES	CHO parental Ca	TAAR1 antag	OXTR ag	CHRM1 antagonist	OXTR potentiator	V1aR counter	TAAR1 ag	CHRM1 agonist	CHRM1 PAM
CCC(=O)N(C)/C=C1\Sc2ccccc2C1=O	-5	-3	0.2	-15	-8	1.1	3	-3	9
CCCc1cc(=O)oc2cc(C)cc(OCC(=O)NCCCn3ccnc3)c12	-1	-3	-0.5	-6	-7	-0.9	0	-5	4
CC12CCC(=O)N1C(C(=O)NNC(=O)COc1ccccc1F)CS2 (configuration not stated)	0	9	0.5	-5	-2	0.1	-1	-2	7
O=C(CSc1nc(N2CCCCC2)nc(N2CCCCC2)n1)c1ccccc1	-13	-10	-0.4	-18	-5	-0.1	6	-3	4
O=C(CN1CCN(Cc2ccc(F)cc2Cl)C1=O)NCc1cccs1	-13	-19	-0.5	-13	-4	0.0	1	-4	6
COC(=O)c1cnc(SCc2ccc(C)cc2)n1C	-12	4	-0.5	-4	2	-0.9	0	-13	-2
COc1ccc2sc(-c3ccc(SC)cc3)c(/C=C/c3ccc(OC)c(OC)c3)c2c1	-16	6	1.3	-2	-5	0.3	1	-2	5
Nc1nnc(SCc2c(F)cccc2Cl)s1	-9	-37	-1.8	-7	-5	1.6	3	-2	8
COCCn1c(C)cc(C(=O)Cn2nc(C(=O)O)c3ccccc3c2=O)c1C	-7	17	-0.3	-1	-1	0.2	0	-3	5
O=C(COC(=O)CCC1CCCC1)Nc1cc(S(=O)(=O)N2CCOCC2)ccc1Cl	·	0	·	-8	·	·	2	0	8
Cc1ccc(C2CC(=O)NC(SCC(=O)Nc3nccs3)=C2C#N)cc1 (configuration not stated)	-7	2	-0.1	8	-5	-0.8	6	-2	-7
COc1ccc(NC(=O)N(C)C[C@H]2Oc3c(NS(=O)(=O)c4cn(C)cn4)cccc3C(=O)N([C@H](C)CO)C[C@@H]2C)cc1	-12	-39	1.6	-17	0	2.2	1	-1	7
CN1CCC(NC(=O)c2ccncc2)CC1	-6	-11	0.6	-2	-4	-0.5	2	-5	1
COc1ccc(-n2c(=O)c3c4c(sc3n(CC(=O)NCC3CCCO3)c2=O)CCCC4)c(OC)c1 (configuration not stated)	-7	-27	-1.2	-11	-6	-0.7	1	-1	6
